MOR-DOR ag – agonists of OPRM1-OPRD1 heterodimerization, primary screen, cell-based, luminescence; Mu-type opioid receptor (Homo sapiens) + Delta-type opioid receptor (Homo sapiens), …; cells; activation, % at 9.3 µM; 340,000 tested, 0.3% active; AID 504326, 2011; in the data active = activation above about 18%;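 note: 0% = vehicle-treated cells and 100% = reference agonist; values of inactives mirror those of a sister screen read the other way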
Target sequence (P35372 whole entry, looked up): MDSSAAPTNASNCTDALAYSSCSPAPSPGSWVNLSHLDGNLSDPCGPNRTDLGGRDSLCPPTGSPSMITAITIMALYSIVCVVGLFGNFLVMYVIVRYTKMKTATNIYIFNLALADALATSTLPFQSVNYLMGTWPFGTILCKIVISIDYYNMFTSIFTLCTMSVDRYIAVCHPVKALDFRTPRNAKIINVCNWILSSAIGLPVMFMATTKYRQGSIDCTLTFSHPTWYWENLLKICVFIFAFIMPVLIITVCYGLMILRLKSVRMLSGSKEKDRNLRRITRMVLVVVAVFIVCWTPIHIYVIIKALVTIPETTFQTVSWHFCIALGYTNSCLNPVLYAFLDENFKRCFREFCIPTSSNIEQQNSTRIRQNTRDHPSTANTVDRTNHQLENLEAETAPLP
Target sequence (P41143 whole entry, looked up): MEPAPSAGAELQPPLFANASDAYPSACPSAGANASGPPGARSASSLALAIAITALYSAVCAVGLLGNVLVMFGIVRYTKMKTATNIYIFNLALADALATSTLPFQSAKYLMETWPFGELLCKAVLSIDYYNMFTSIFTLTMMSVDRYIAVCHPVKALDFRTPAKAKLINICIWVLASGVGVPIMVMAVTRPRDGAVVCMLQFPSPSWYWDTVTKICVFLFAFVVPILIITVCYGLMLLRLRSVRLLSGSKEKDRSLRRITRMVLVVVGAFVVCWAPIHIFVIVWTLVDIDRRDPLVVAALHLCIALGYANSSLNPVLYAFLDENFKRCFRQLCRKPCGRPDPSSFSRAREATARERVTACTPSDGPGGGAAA
DAGLB inhibitor – DAGLB lipase inhibitors, primary screen, biochemical, fluorescence, HTS; HEK293T DAGLB membrane lysate, EnzChek fluorogenic substrate; AID 504411, 2011; inhibition, % at 5.17 µM; 340,000 tested, 0.059% active; in the data active = inhibition above about 34%;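 note: 0% = enzyme with vehicle and 100% = wells lacking enzyme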
V-ATPase pHluor – regulators of yeast V-ATPase proton pumping, primary screen, pHLuorin cytosolic pH fluorescence. 350,000 tested, 0.37% active. S. cerevisiae. response, % at 10 µM; in the data active = response mostly above about 7.3%, no sharp cut-off; inactive = mostly below about 5.4%; note: actives read high; inactives centre near 0; some compounds called inactive have numbers as strong as hits; reference of the scale not given here
HTR5A ag – HTR5A agonists in luminescence cell assay, primary screen, counter-screen for OPRM1-OPRD1 heterodimer agonist project, full-deck HTS. activation, % at 9.3 µM. 340,000 tested, 0.61% active. cell-based. 5-hydroxytryptamine receptor 5A (Homo sapiens), P47898; in the data active = activation mostly above about 9.5%, no sharp cut-off; inactive = mostly below about 7.6%;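 note: 0% = cells with vehicle only and 100% = reference agonist; strong numbers were not always called active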
Arr AP2 block – inhibitors of beta-arrestin/AP2 binding, primary screen, biochemical, GPCR trafficking, flow cytometry; FITC-arrestin peptide / GST-AP2 beads; AP2 beta2 appendage carries R879A mutation; 340,000 tested, 0.31% active; beta-arrestin 1 C-terminal peptide binding to AP2 beta2-adaptin appendage (human); inhibition, % at 10 µM;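 active = inhibition above a set limit, near 3 SD of compounds lacking own fluorescence, cut at about 54% in these data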;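 note: plate controls were DMSO wells for no effect and 5 µM unlabelled arrestin peptide for full effect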
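Material – AP2 appendage R879A on GSH beads · Buffer or medium – PBS with 0.05% Tween 20 and 0.1% BSA · Probe or stimulus – fluorescein-tagged arrestin peptide at 50 nM final · Incubation – compound with beads 12 min RT, then probe 1 h RT · Detection – high-throughput flow cytometry of beads, ex 488, em 535 nm · Evaluation – percent response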
PKA-R1A act – activators of PKA-R1A holoenzyme, primary screen, biochemical, fluorescence polarization, Cy5-IP20, bovine R1A, mouse PKAc | PKA-R1A dissociation; scaled: DMSO 0%, 113 µM cGMP 100% | activation, % at 11.4 µM | 340,000 tested, 0.083% active;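 active = percent activation above the mean of all tested compounds plus 3 SD, cut at about 19% in these data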;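 note: higher means more PKAc released from R1A so a rise in polarization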
PKA-R2B act – activators of PKA-R2B holoenzyme, primary screen, biochemical, fluorescence polarization, Cy5-IP20, human. cAMP-dependent protein kinase catalytic subunit beta (Homo sapiens) + cAMP-dependent …. PKA-R2B holoenzyme dissociation; R2B truncated from residue 108, S112A mutant; 0% DMSO only, 100% 113 µM cGMP. activation, % at 11.4 µM. 340,000 tested, 0.079% active. AID 504700, 2011;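 active = activation above a cutoff set at the mean over all compounds plus 3 SD, cut at about 18% in these data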;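 note: higher means more holoenzyme dissociation and a rise in polarization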
DSG3 Ab inh – inhibitors of pemphigus antibody binding to DSG3, primary screen, biochemical, bead-based, flow cytometry, scFv-GFP; Desmoglein-3 (Homo sapiens), P32926; DSG3-coupled beads, scFv-anti-DSG3-GFP binding; stronger effect = lower value; binding (percent of control), % at 10 µM; 310,000 tested, 0.48% active; AID 588358, 2011;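 active = binding more than 3 SD below its plate's average and above zero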;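 note: hits lower antibody fragment binding to DSG3; some compounds called inactive have numbers as strong as hits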
OPRM1-OPRD1 inv – inverse agonists of MOR-DOR heterodimerization, primary screen, cell-based, luminescence | 340,000 tested, 0.21% active | AID 504357, 2011 | cell-based MOR-DOR heterodimer luminescence, inverse agonism | inhibition, % at 9.3 µM | Mu-type opioid receptor (Homo sapiens) + Delta-type opioid receptor (Homo sapiens), …; in the data active = inhibition above about 22%, passing the limit was not always enough;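 note: 0% = cells with DMSO and 100% = wells without cells with DMSO; values of inactives mirror those of a sister screen read the other way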
HTR5A inv ctr – HTR5A inverse agonists in luminescence cell assay, primary screen, counter-screen for OPRM1-OPRD1 heterodimer inverse agonist project, full-deck HTS; HTR5A cell line, inverse agonism; inhibition, % at 9.3 µM; 340,000 tested, 0.083% active; in the data active = inhibition mostly above about 23%, no sharp cut-off; inactive = mostly below about 18%;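 note: 0% = cells with DMSO and 100% = no-cell wells with DMSO; some compounds called inactive have numbers as strong as hits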
* = called active by the depositor; x = no result given.

SMILES	MOR-DOR ag	DAGLB inhibitor	V-ATPase pHluor	HTR5A ag	Arr AP2 block	PKA-R1A act	PKA-R2B act	DSG3 Ab inh	OPRM1-OPRD1 inv	HTR5A inv ctr
O=C(COc1ccc(/C=N/NS(=O)(=O)c2ccccc2)cc1)Nc1ccccc1	0.3	-4.2	9.2	12.9	14.8	3.7	12.8	92.8	-2.0	-34.5
O=C(c1cccc(Cl)c1)N1CCN(C(=O)c2ccccc2F)CC1	-1.1	-1.2	1.5	-0.6	-2.5	0.9	10.8	101.5	6.7	1.8
NC(=S)c1ccc(OCCCc2ccccc2)cc1	x	-4.0	1.2	x	x	-0.3	6.1	101.4	x	x
COC(=O)c1ccc(CS(=O)(=O)c2ccc(C)cc2)cc1	-3.1	-2.0	-1.1	1.9	-5.0	-2.4	8.8	100.7	16.8	-4.9
O=C(CNC(=O)c1sc2ccccc2c1Cl)NCc1cccc(C(F)(F)F)c1	-0.2	-12.4	-5.2	3.0	19.5	-1.9	-5.9	116.2	1.2	-7.4
CCC(C)NC(=S)N1CCN(Cc2ccccc2)CC1 (configuration not stated)	-2.7	-0.1	-0.2	2.0	-30.0	-10.4	-2.9	99.1	15.6	-5.6
O=C(O)c1cc(NC(=O)c2ccc(Br)cc2)cc(NC(=O)c2ccc(Br)cc2)c1	-0.9	6.3	-2.1	4.3	3.0	-8.6	-13.1	107.2	5.2	-5.4
COc1ccc(OCCSc2ccc(S(=O)(=O)N3CCCC3)cn2)cc1	2.3	-5.6	6.8	4.6	4.3	-9.8	3.8	x	-9.5	-11.3
COC(=O)c1ccccc1NC(=O)NC1CCN(Cc2ccccc2)CC1	1.4	0.7	-1.6	0.5	4.5	-5.2	6.8	100.2	-7.5	12.5
O=C1[C@@H]2[C@@H](CN3CN(c4ccccc4)N=C(c4ccccc4)[C@@]23c2ccccc2)C(=O)N1c1ccccc1	1.3	-6.0	-0.1	-1.9	18.6	3.5	12.2	x	-6.2	7.5
CSCC[C@H](N)C(=O)N1CCC(C(=O)N[C@H](C)C(=O)Nc2ccc(C(C)C)cc2)CC1	-1.6	-0.5	1.4	-1.1	9.6	-2.3	8.1	122.7	7.6	4.3
CCC(C)[C@H](NC(=O)[C@H](Cc1ccccc1)n1c(=O)[nH]c2ccccc2c1=O)C(=O)N1CCC(C(=O)O)CC1 (some centres not stated)	-1.9	1.3	2.3	-2.5	3.5	9.3	4.7	99.6	9.5	-24.8
Cn1cccc1C(=O)C(=O)Nc1cccc(Cl)c1Cl	-1.6	-14.6	-5.6	-0.3	29.0	-5.3	5.0	100.3	7.9	0.8
COc1ccc(NC(=O)Nc2ccc3c(c2)C(=O)N([C@@H](C)CO)C[C@@H](C)[C@@H](CN(C)CC2CCCCC2)O3)cc1	-3.0	1.7	-0.1	0.8	1.2	1.8	-6.5	102.3	16.6	-4.4
Cc1ccc(C(=O)NC(Cc2cccc(C(F)(F)F)c2)C(=O)O)cc1 (configuration not stated)	-2.9	-2.2	3.6	-2.9	25.6	2.8	-2.5	101.3	14.4	9.8
COc1ccccc1C(=O)NCCC(=O)N1CCN(S(=O)(=O)c2ccccc2C(F)(F)F)CC1	-0.4	2.3	2.4	3.1	-9.6	7.2	0.0	102.5	2.7	6.2
O=C(C[n+]1ccccc1)NNc1ccccc1	-5.8	-1.1	0.3	-0.4	-12.3	3.5	0.0	x	32.6*	-20.7
COC(=O)C1=C(C)NC(=O)NC1c1ccc(-c2ccccc2Cl)o1 (configuration not stated)	-1.5	-1.1	-2.2	2.9	-8.8	5.8	-3.1	94.3	8.2	-7.7
O=C(C[C@@H]1C/C=C\C[C@@H](NC(=O)OCC2c3ccccc3-c3ccccc32)C(=O)OC[C@@H](Cc2ccccc2)NC1=O)NCCO	-1.1	0.7	-2.0	0.3	33.5	-4.0	-6.8	89.7	6.1	-9.9
O=C1C2CC=CCC2C(=O)N1c1nc2n(n1)C(c1ccccc1)CC(c1ccccc1)N2 (configuration not stated)	-3.5	-0.7	1.3	-4.2	2.2	1.3	4.7	157.1	15.8	-0.7
Cc1ccc(C(=O)N2CCN(C)CC2)cc1[N+](=O)[O-]	-3.8	2.6	0.3	2.2	3.4	-1.2	-2.8	91.0	17.4	-8.1
CCOC(=O)C1=NNC(C(=O)OCC)C1c1ccccc1 (configuration not stated)	-2.4	-0.8	-1.8	1.8	-5.7	-4.3	-5.8	93.6	10.5	-6.8
CCc1cc(/C(Cc2ccccn2)=N\Nc2ccccc2)c(O)cc1O	-1.4	0.1	-1.9	-3.2	-5.0	-10.1	-4.0	113.8	6.5	8.0
O=C(CSc1cnc2ccccc2n1)c1ccc(F)cc1	1.5	-4.0	-0.1	-6.0	-12.4	-13.2	-7.8	89.1	-10.6	16.0
COc1cccc(-c2cc(C(=O)Nc3cc(C)nn3-c3ccccc3)no2)c1	-2.3	-2.7	-3.0	-1.8	34.7	-9.5	-4.5	82.9	12.3	-14.1
O=C(NCC(=O)N1CCN(c2ccccc2O)CC1)c1ccc2c(c1)OCO2	0.1	-3.7	-0.4	-6.1	-3.3	-4.3	0.5	100.0	-0.5	-4.3
C#CCOCCOCCOCCNc1nc(N2CCN(C(=O)[C@H](CCC(=O)O)n3cc([C@@H](N)[C@H](C)CC)nn3)CC2)nc(N2CCN(C(=O)[C@H](CCCCN)n3cc([C@@H](N)CC(N)=O)nn3)CC2)n1	-1.4	-1.8	-1.0	1.8	-8.6	6.0	1.7	102.4	6.4	-6.3
O=C(c1ccc(Cl)cc1)C1CCN(C(=O)c2ccc(F)cc2)CC1	-0.7	-2.0	-3.1	-0.7	10.6	4.4	-3.8	118.9	3.6	2.6
CC(=O)Nc1c2c(nn1-c1ccccc1)CS(=O)C2 (configuration not stated)	0.0	-0.5	5.2	-1.2	2.2	-21.1	-1.7	86.8	-0.1	-7.6
COc1ccc(CNC(=O)C2CC(=O)N(c3ccc(OCC(=O)N4CCCCC4)cc3)C2)cc1 (configuration not stated)	-2.6	-0.7	-0.9	5.2	10.8	-4.7	-1.6	105.3	10.8	-21.3
COc1ccc(C(CNC(=O)CCNS(=O)(=O)c2ccc(Br)cc2)N2CCOCC2)cc1 (configuration not stated)	1.0	0.5	-0.9	3.3	-5.7	-0.7	-4.2	104.4	-4.1	-8.2
O=C(CCCCCn1c(=S)[nH]c2ccsc2c1=O)NC1CCCCC1	1.8	-1.9	2.9	2.7	-25.7	-17.3	-7.5	85.6	-8.9	7.3
CC(C)(C)OC(=O)N1CCN(C(=O)c2nc[nH]c2C(=O)N2CCN(c3ccccc3)CC2)CC1	-1.5	0.9	-0.5	-1.6	0.0	11.9	-5.4	102.1	8.9	4.7
Cc1[nH]c2ccccc2c1CCNC(=O)c1c(N)no[n+]1[O-]	-1.0	-5.1	3.7	-1.0	12.6	-1.1	-0.1	96.2	4.8	2.5
CCOc1ccc(C(C)(O)CN2CCOCC2)cc1 (configuration not stated)	-1.3	-2.0	-4.2	-1.4	34.7	-4.0	5.2	102.0	7.0	-10.0
CCC(C)/C(C)=N/NC(=O)CNS(=O)(=O)c1ccc([N+](=O)[O-])cc1 (configuration not stated)	0.1	1.0	-0.4	-0.6	4.2	-6.3	7.3	103.9	-0.5	1.6
Cc1ccc(-c2csc(NCCc3nc4cc(Cl)c(Cl)cc4n3CCOCCO)n2)cc1	0.7	1.8	3.8	1.7	2.1	2.5	-2.4	98.0	-3.2	-33.4
CCc1ccccc1NC(=S)NC1CC2CCCC(C1)N2Cc1cccs1 (configuration not stated)	0.9	3.8	0.8	0.2	20.3	-2.4	1.5	120.3	-5.4	-13.5
O=C(COC(=O)c1ccc2ncsc2c1)Nc1ncc(Cl)cc1Cl	-1.4	4.0	2.6	-4.0	-0.8	1.4	12.9	x	7.3	10.9
O=C(NCCO)c1cccc(Cl)c1	-2.3	-0.3	0.8	-0.6	-1.0	0.1	3.0	103.9	13.2	2.1
N#CCCN1CCN(CCC#N)c2ccccc21	-1.8	2.3	-2.1	3.6	-16.3	1.2	-4.8	97.4	7.8	-13.9
COc1cccc(-c2nc(CS(=O)(=O)CC(=O)NCCc3ccc(OC)c(OC)c3)c(C)o2)c1	-1.1	-3.6	-3.7	-4.4	-8.8	-7.0	7.3	106.0	5.3	-6.3
CC(CCc1ccccc1)NCC(O)c1cccc([N+](=O)[O-])c1 (configuration not stated)	1.6	-2.5	-2.0	2.5	-24.2	-5.1	-10.6	100.0	-8.2	8.2
CCOc1ccc(/C=C/C(=O)c2ccc(-c3ccccc3)cc2)cc1	1.5	-4.5	-2.8	-0.5	-4.4	-10.1	2.7	110.1	-7.5	-11.1
Cc1nc(-c2cccs2)sc1C(=O)O	-0.6	-0.1	1.1	-1.4	1.9	-4.3	-5.7	92.5	3.1	-28.1
O=C(CCc1nc(-c2ccccc2F)no1)NCCN1CCc2ccccc2C1	-0.2	3.0	0.0	-0.1	-0.7	3.3	-2.1	102.9	1.1	0.4
CCN(CC)c1ccc(NC2=C(Cl)C(=O)c3ccccc3C2=O)cc1	3.9	13.9	7.4	-1.9	54.6*	9.7	7.3	107.5	-20.6	16.0
O=C(O)C(Cc1ccc(Cl)cc1)Sc1nc2ccccc2[nH]1 (configuration not stated)	-1.7	-2.7	2.8	4.2	32.0	2.1	-4.7	103.6	8.0	-16.4
N#Cc1ccc[n+](CC(=O)c2ccc(Cl)cc2)c1	-1.8	2.3	-2.0	0.0	17.2	-5.1	-6.5	120.8	9.4	-3.5
O=C(NC1CCN(Cc2ccccc2)C1)c1cc(S(=O)(=O)N2CCOCC2)ccc1Cl (configuration not stated)	-0.8	1.6	-2.8	2.8	-0.6	7.5	-3.5	110.3	3.1	-7.8

At a glance, 3 of the compounds above:
SMILES	MOR-DOR ag	DAGLB inhibitor	V-ATPase pHluor	HTR5A ag	Arr AP2 block	PKA-R1A act	PKA-R2B act	DSG3 Ab inh	OPRM1-OPRD1 inv	HTR5A inv ctr
O=C(CCc1nc(-c2ccccc2F)no1)NCCN1CCc2ccccc2C1	-0.2	3.0	0.0	-0.1	-0.7	3.3	-2.1	102.9	1.1	0.4
CCN(CC)c1ccc(NC2=C(Cl)C(=O)c3ccccc3C2=O)cc1	3.9	13.9	7.4	-1.9	54.6*	9.7	7.3	107.5	-20.6	16.0
O=C(O)C(Cc1ccc(Cl)cc1)Sc1nc2ccccc2[nH]1 (configuration not stated)	-1.7	-2.7	2.8	4.2	32.0	2.1	-4.7	103.6	8.0	-16.4

Screens (PubChem)

Rows were taken by chance; about 2.4% have a hit in one of these screens.
